Cneo AK release: causes C. neoformans cell lysis | adenylate kinase release luminescence, 4 h; normalised: neutral wells 0, clomiphene wells 100 | lysis activity, % at 15 µM | 360,000 tested, 0.2% active;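 active means mean lysis activity across replicates of at least 80%, whatever share of replicates individually reach that level; inactive means mean lysis activity below 80%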
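Material – log-phase Cryptococcus neoformans yeast cells · Input – 5 × 10^6 yeast cells/mL · Medium – fresh YPD growth medium · Doses – single compound concentration per well · Timing – static 4 h at 37 °C with compound, 1 h detection · Detection – adenylate kinase release luminescence · Read-out – signal increase indicating cell lysis · Control set – Clomiphene as positive lysis control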
SIRT5 inh: blocks human SIRT5 desuccinylation of peptide; Q9NXA8; Purified SirT5, succinyl-peptide AMC, trypsin-coupled fluorescence; inhibition, % at 15 µM; 330,000 tested, 1.1% active; in the data active means inhibition above about 15%
S100A4 inh HTS: blocks human S100A4 binding to myosin IIA peptide. P26447. S100A4/TAMRA-MyoIIA peptide fluorescence polarization. inhibition, % at 10.7 µM. 360,000 tested, 0.14% active;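 active means mean inhibition of at least 70% across replicates, with every replicate also reaching that level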
Target sequence (P26447 whole entry, looked up): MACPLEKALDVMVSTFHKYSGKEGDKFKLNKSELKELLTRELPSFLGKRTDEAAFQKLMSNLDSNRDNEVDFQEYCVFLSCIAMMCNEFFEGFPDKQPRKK
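System – human S100A4 monomer protein, biochemical binding assay · Buffer or medium – Calcium-containing HEPES buffer, pH 7.2 · Timing – 5 min between mix addition and reading · Also added – TAMRA-labelled myosin IIA heavy-chain peptide probe, 5 nM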
ERAP1 HTS inh: ERAP1 (human) enzyme inhibition | Q9NZ08 | recombinant ERAP1, Leu-AMC fluorescence, 60 min | AID 652197 | inhibition, % at 10.7 µM | 340,000 tested, 0.15% active;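 active means mean replicate inhibition of at least 30%, or all replicates individually reaching that 30% level; inactive means mean below 30% and not every replicate reaching it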;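 further: 0% = neutral control wells and 100% = L-leucinethiol positive control wells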
Target sequence (Q9NZ08 whole entry, looked up): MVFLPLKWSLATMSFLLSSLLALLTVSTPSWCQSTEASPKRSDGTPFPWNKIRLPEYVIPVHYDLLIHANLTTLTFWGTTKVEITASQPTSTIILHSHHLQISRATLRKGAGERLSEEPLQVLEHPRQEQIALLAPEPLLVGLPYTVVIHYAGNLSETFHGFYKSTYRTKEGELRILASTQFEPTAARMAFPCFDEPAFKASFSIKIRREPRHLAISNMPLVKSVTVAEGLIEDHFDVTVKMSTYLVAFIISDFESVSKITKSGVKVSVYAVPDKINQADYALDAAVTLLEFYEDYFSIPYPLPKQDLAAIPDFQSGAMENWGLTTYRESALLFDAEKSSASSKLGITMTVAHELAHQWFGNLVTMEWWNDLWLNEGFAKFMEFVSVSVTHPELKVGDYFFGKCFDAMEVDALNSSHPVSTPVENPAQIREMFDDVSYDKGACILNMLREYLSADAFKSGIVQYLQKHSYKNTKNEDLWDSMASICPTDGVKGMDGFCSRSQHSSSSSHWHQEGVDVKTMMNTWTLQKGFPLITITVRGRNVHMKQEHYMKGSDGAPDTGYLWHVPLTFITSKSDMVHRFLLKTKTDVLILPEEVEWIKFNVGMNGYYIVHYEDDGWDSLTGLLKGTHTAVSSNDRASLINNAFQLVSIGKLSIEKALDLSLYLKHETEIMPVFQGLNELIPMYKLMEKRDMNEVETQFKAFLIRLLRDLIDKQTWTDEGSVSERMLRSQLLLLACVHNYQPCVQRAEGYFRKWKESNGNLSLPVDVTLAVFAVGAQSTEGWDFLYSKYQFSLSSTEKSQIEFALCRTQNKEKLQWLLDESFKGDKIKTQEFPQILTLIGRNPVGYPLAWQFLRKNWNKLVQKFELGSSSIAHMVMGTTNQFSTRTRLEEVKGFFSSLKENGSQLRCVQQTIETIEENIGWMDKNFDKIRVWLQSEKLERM
XiGFP reactiv: reactivates the inactive X chromosome in mouse fibroblasts | activation, % at 7.58 µM | 360,000 tested, 0.055% active | XiGFP mouse fibroblasts, % GFP-positive cells imaging, 3 d; cells co-treated with 5-aza-dC sensitizer; scaled so ellipticine positive control = 100%;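 active means mean normalized replicate activation at least 10% and every replicate at or above 10%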;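 further: 0% = median of on-plate neutral control wells and 100% = ellipticine 6 µM median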
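Assay system – SV40-immortalized XiGFP fibroblast cells, line 68-5-11 · Buffer or medium – DMEM supplemented with 5-aza-dC as sensitizing agent · Dosing – one concentration, pinned · Benchmarks – positive control ellipticine, 6 µM final · Times – 3 days compound exposure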
C2C12 statin: suppression of simvastatin myotoxicity | C2C12 myotubes + simvastatin, ATP luminescence, 48 h; scaled: DMSO 0, geranylgeraniol control 100 | rescue of ATP level, % at 7.49 µM | 330,000 tested, 0.78% active | AID 602340;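 active means mean ATP rescue above about 67%, or every replicate alone reaching that limit, limit read from the data, passing the limit was not always enough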;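 further: myotubes were challenged with 10 µM simvastatin during compound exposure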
PGC1a acetyl inh: modulators of PGC1a acetylation | 350,000 tested, 0.17% active | inhibition, % at 15.6 µM | U2OS PGC1a acetylation, AlphaScreen anti-acetyl-lysine; with virally co-expressed GCN5 acetyltransferase;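 active means every replicate shows inhibition of at least 40%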;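 further: 0% = neutral control wells and 100% = positive control wells; some results beyond the cut were filed as inactive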
LGR2 inh: blocks bursicon-induced cAMP signaling via Drosophila LGR2; HEK293 LGR2, CRE-luciferase, bursicon-stimulated, 4 h; inhibition, % at 9.99 µM; 380,000 tested, 0.35% active;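 active means drop in luminescence signal, shown as inhibition above about 50% in the replicate tests, limit read from the data, passing the limit was not always enough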;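 further: agonist challenge used bursicon conditioned medium at about half maximal strength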
Numbers without * were called inactive; . = not tested or not shown; & = joins results of further samples.

Fields: C2C12 statin	S100A4 inh HTS	Cneo AK release	SIRT5 inh	PGC1a acetyl inh	XiGFP reactiv	ERAP1 HTS inh	LGR2 inh
CCOC(=O)c1c(OCCO)nn(-c2ccccc2)c1N
    -8	0	.	-4	-11	0.0	7	-5
Cc1cc(=O)n2nc(N3CCCC(C(=O)NCc4ccc(F)cc4)C3)sc2n1 (centres undefined)
    29	-1	0	6	-1	0.0	-1	-2
CC(C)(C)c1ccc(CC(=O)N2CCC2(C)C(=O)NCc2ccc(Cl)cc2)cc1 (centres undefined)
    -5	-2	-1	12	-17	0.1	-11	11
Cc1cccc(C)c1OCC(=O)Nn1c(=O)[nH]c2ccccc2c1=O
    .	1	.	-4	.	0.2	-3	.
COc1cc(OC)c(N(C)S(=O)(=O)c2cccc(C(=O)OCc3c(C)noc3C)c2)cc1Cl
    .	-4	.	-1	.	0.0	2	32
CCC(CC)C(=O)Nc1c(C(=O)N2CCN(c3ccccc3)CC2)oc2ccccc12
    10	14	1	13	.	0.2	-2	-7
O=C1c2ccccc2C2(c3cc(C(F)(F)F)cc(C(F)(F)F)c3)NCCN12 (centres undefined)
    8	-7	-22	7	13	0.0	1	-8
O=C(Nc1ccc(O)cc1)c1ccccc1OCc1ccccc1
    8	3	0	3	-8	3.3	3	-14
O=C(CN(CC1CCCO1)C(=O)CNS(=O)(=O)c1ccc(F)cc1)NCC1CCCO1 (centres undefined)
    -3	-1	1	-2	.	0.1	1	-12
CCOC(=O)NC(=O)CSc1ccc2ccccc2n1
    .	-2	.	.	3	0.0	.	23
C[C@H](CO)N1C[C@H](C)[C@@H](CN(C)S(=O)(=O)c2ccc(F)cc2)Oc2c(NS(=O)(=O)c3ccc(F)cc3)cccc2C1=O
    4	-6&-1	-1	0&0	8	0.0&0.1	-1	-11&-13
COC(=O)/C=C1\OCc2c(F)cccc21
    .	-5	.	-4	.	0.0	.	-28
Cc1cc(Nc2ccc(F)cc2C)n2ncnc2n1
    -3	3	-1	-2	.	0.2	3	-11
CCCNC(=O)N1CC2(CN(CC3CCOCC3)C2)c2c(n(C)c3cc(OC)ccc23)[C@H]1CO
    .	0	.	0	-4	0.5	1	-15
O=C1C2CC=CCC2C(=O)N1Cc1nnc(-c2ccc(Cl)cc2)o1 (centres undefined)
    .	8	.	0	.	-0.1	0	-44

Continued; the last 5 above are carried over.
Fields: C2C12 statin	S100A4 inh HTS	Cneo AK release	SIRT5 inh	PGC1a acetyl inh	XiGFP reactiv	ERAP1 HTS inh	LGR2 inh
C[C@H](CO)N1C[C@H](C)[C@@H](CN(C)S(=O)(=O)c2ccc(F)cc2)Oc2c(NS(=O)(=O)c3ccc(F)cc3)cccc2C1=O
    4	-6&-1	-1	0&0	8	0.0&0.1	-1	-11&-13
COC(=O)/C=C1\OCc2c(F)cccc21
    .	-5	.	-4	.	0.0	.	-28
Cc1cc(Nc2ccc(F)cc2C)n2ncnc2n1
    -3	3	-1	-2	.	0.2	3	-11
CCCNC(=O)N1CC2(CN(CC3CCOCC3)C2)c2c(n(C)c3cc(OC)ccc23)[C@H]1CO
    .	0	.	0	-4	0.5	1	-15
O=C1C2CC=CCC2C(=O)N1Cc1nnc(-c2ccc(Cl)cc2)o1 (centres undefined)
    .	8	.	0	.	-0.1	0	-44
CCn1c(CC(=O)Nc2ccc(Cl)cc2)nnc1SCC(=O)N1CCOCC1
    -4	-2	0	-1	.	-0.2	-2	7
Cc1ccc(C)c(Nc2nn3c(=O)c4ccc(C(=O)NCc5cccnc5)cc4nc3s2)c1
    4	-9	0	-3	-1	0.1	4	5
COc1cc(C(=O)N2CCC(N3CCN(C)CC3)CC2)ccc1Nc1ncc2c(n1)N(C)c1ccccc1C(=O)N2C
    .	0	.	2	.	1.4	-1	-24
Fc1ccc(-c2nnc3ccc(N4CCCC4)nn23)cc1
    .	3	-1	1	-1	0.5	-3	-17
COc1cc(C(=O)NNC(=O)Cc2ccc(S(=O)(=O)N3CCOCC3)s2)cc(OC)c1OC
    .	1	3	-5	.	0.0	-2	-16
Cc1c(CC(=O)O)c(=O)oc2c(C)c(OCc3ccc(F)cc3F)ccc12
    8	-6	-1	-20	-1	0.0	-2	-8
COCCN(C(=O)COC(=O)c1ccccc1Cc1ccccc1)c1c(N)n(Cc2ccccc2)c(=O)[nH]c1=O
    4	-19	1	3	.	-0.1	-3	6
O=c1cc(-c2ccccc2)[nH]c2ccc(F)cc12
    -44	0	0	.	-7	3.7	.	5
COc1cccc2c(=O)c3c(oc12)CCCC3
    4	1	0	-10	.	0.0	5	1
S=C(NCC1CCCO1)N1CCN(Cc2ccccc2)CC1 (centres undefined)
    .	-7	.	10	8	0.1	1	-2
COc1cc(C(=O)NNC(=O)c2ccc(NC(=O)C(C)(C)C)cc2)cc(OC)c1OC
    0	-6	-1	-2	-1	-0.1	1	-13
COc1cc(OC)c2c(c1)C(=O)OC2OC (centres undefined)
    .	8	.	1	.	0.2	-1	1
NC(=O)c1cccc(-c2ccnc3c2CC(C(=O)NCC2CC2)O3)c1 (centres undefined)
    8	3	-1	-3	9	0.3	4	13
Fc1cc(F)cc(NC(=S)N2CCC(c3ccccc3)C2)c1 (centres undefined)
    .	2	0	3	-2	0.0	2	-42
CO[C@@H]1CN(C)C(=O)c2ccc(NC(=O)c3cc(C)on3)cc2OC[C@H](C)N(C(=O)C2CC2)C[C@H]1C
    8	-2	0	-1	.	-0.1	0	-18
CS(=O)(=O)Nc1cccc(NC(=O)c2cccc3c(-c4ccc(F)c(F)c4)coc23)c1
    9	2	2	15*	-15	0.0	5	-11
CC(C)OCCCNC(=S)N1CCC(C(=O)c2ccc(Cl)cc2)CC1
    -13	1	-1	0	2	0.2	-2	10
O=C(O)c1cc2cc(F)ccc2[nH]1
    -2	-8	-1	-1	-1	-0.1	1	4
CC(C)CC(C(=O)O)N1C(=O)C2C3c4ccccc4C(c4ccccc43)[C@@H]2C1=O (some centres undefined)
    9	4	-1	-1	-1	0.2	-3	2
CC1CC(C)CN(C(=O)CCNC(=O)c2ccccc2Cl)C1 (centres undefined)
    14	-8	6	0	14	0.2	-1	-1
O=C1CN(Cc2ccc(F)cc2)C[C@H]2[C@@H](c3ccc(-c4ccccc4F)cc3)[C@H](CO)N12
    .	13	.	-3	-6	0.0	-2	-5
COc1ccc(S(=O)(=O)N2CCCCC2)cc1NC(=O)CSc1nnc(C2CC2)n1C
    8	1	1	-3	1	0.0	-3	-3
C[C@@H]1CN([C@@H](C)CO)C(=O)c2cc(-c3cccc(F)c3)cnc2O[C@H]1CN(C)Cc1cccnc1
    -22	7	2	3	-5	-0.6	-3	-6
COc1ccc(CCN(C)CC(O)c2ccccc2)cc1OC (centres undefined)
    .	0	.	-2	0	0.0	-1	2
CC(C)CC(=O)c1c(O)cc(O)c2c1OC1=C(C(=O)C(C)(C)C(=O)C1(C)C)C2CC(C)C (centres undefined)
    .	-3	.	.	.	0.1	0	7
COc1ccc(C(=O)c2ccc(-c3ccc(OC)cc3)nc2)cc1
    0	1	0	-1	4	0.1	-2	-5
CC(=O)N1[C@H](CO)[C@@H](c2ccccc2)[C@@H]1CN(C)C(=O)c1ccccc1F
    -8	-5	-9	-4	-5	0.0	2	5
CCSCc1nnc(SCC(=O)Nc2cccc(C(C)=O)c2)n1C
    .	-28	0	2	2	0.1	-5	-1
COc1cccc(S(=O)(=O)Nc2cccc(C(=O)N3CCCC3)c2)c1
    2	-2	9	1	.	0.2	3	13
C/C=C/c1cnc2c(c1)C(=O)N([C@H](C)CO)C[C@@H](C)[C@H](CN(C)S(=O)(=O)c1cn(C)cn1)O2
    0	10	-4	-1	5	0.0	2	4
C=CCn1c(CCNC(=O)c2ccco2)nc2ccccc21
    -7	1	.	-3	.	0.0	-5	-3
C[C@H](CO)N1C[C@H](C)[C@H](CN(C)C(=O)C2CCOCC2)Oc2ncc(C#Cc3ccccc3F)cc2C1=O
    -14	6	1	0	2	-0.5	-1	0
CCn1nc(CC(=O)Nc2ccc(-n3cnnn3)c(C)c2)c2ccccc2c1=O
    .	-4	-1	-1	-8	.	6	-4
Cc1cc(N/N=C/c2ccccc2F)c2ccccc2n1
    0	-1	.	-5	-15	0.0	12	8
CCC(=O)Nc1ccc2c(c1)C(=O)N(C)C[C@@H](OC)[C@@H](C)CN(Cc1cccnc1)[C@@H](C)CO2
    -5	.	.	.	17	-0.5	.	4
Cc1cc(C)c(NC(=O)c2ccc3c(c2)CCN3S(C)(=O)=O)c(C)c1
    7	2	-1	1	5	0.1	4	12
O=C(C1CCCC1)N1CC(=O)N2[C@@H](CO)[C@H](c3ccc(C#CC4CCCC4)cc3)[C@@H]2C1
    .	3	.	-3	-10	0.0	.	5
COc1ccc(NC(=O)N2C[C@@H](O)COC[C@H]3O[C@@H](CC(=O)NCc4ccccc4OC)CC[C@@H]32)cc1
    -1	-4	0	-2	-1	0.0	0	-21
O=C(NNC(=O)c1ccc(Br)cc1)c1ccncc1
    -5	5	4	-2	-7	0.2	-1	-1
CC(=O)C1N=NCC1c1ccccc1 (centres undefined)
    0	11	0	.	-9	0.2	-2	-2
COCC(C)n1c(SCc2cc(C(=O)OC)c(C)o2)nc2ccccc2c1=O (centres undefined)
    .	-4	62	-8	-6	0.1	.	14
Cc1cccc(N(C)C(=O)C2CCCN2S(=O)(=O)c2cccc3nsnc23)c1 (centres undefined)
    6	0	-4	0	3	0.0	6	27
CCCNC(=O)[C@@H]1[C@@H](CO)[C@@H]2Cn3c(ccc(-c4cccc(OC)c4)c3=O)[C@@H]2N1Cc1nccs1
    .	-18	.	-26	.	0.0	-1	-7
O=C(N/N=C/c1ccccc1Cl)c1cccc(F)c1
    4	.	-2	.	11	.	.	-55
CNS(=O)(=O)c1ccc(NC(=O)c2ccoc2C)cc1
    .	-2	.	-3	-2	0.0	0	-12
COc1ccccc1NC(=O)Nc1nc(CC(=O)N2CCN(c3ccccc3)CC2)cs1
    22	4	.	-3	-6	0.4	0	10
Cc1cccc(N(C(=O)CCC(=O)Nc2cc(C)on2)C(C(=O)NC2CCCC2)c2cccnc2)c1 (centres undefined)
    18	0	-2	1	.	0.0	-2	-7
Cc1ccc(NS(=O)(=O)c2cccc3nsnc23)cc1[N+](=O)[O-]
    -25	2	-3	-1	-8	0.1	-4	0
Cc1nc(N2CCN(C(=O)c3cccs3)CC2)c2c3c(sc2n1)CCCC3
    2	4	8	1	.	.	3	2
COc1ccc(C(=O)N/C(=C/c2ccco2)C(=O)N2CCCCCC2)cc1
    1	-11	27	2	-15	-0.1	-2	-1
Cc1cc(C)nc(/N=C(\N)Nc2cccc([N+](=O)[O-])c2)n1
    .	4	-1	-6	.	0.0	-5	-3
CC(=O)Nc1ccc2sc(NC(=O)CN3CCOCC3)nc2c1
    3	-12	-1	1	17	0.0	1	8
CC(C)(C)OC(=O)N1C(=O)[C@](OC(=O)c2ccccc2)(c2ccc(F)cc2)c2ccccc21
    .	-3	.	.	.	0.1	4	12

This is a subset; the hit share may differ from the screen's.
